Epigenetic derep: Quantitative High-Throughput Screen for Regulators of Epigenetic Control; murine LDR cells, GFP reporter derepression, 30 h; Potency, µM (highest dose often 53.9 µM), without a hit: top-dose GFP activation, actives largely listed as activators; 280,000 tested, 0.2% active; AID 1865, 2009; further: % of control where 0% means no effect; nearly all actives have a fitted effect of over 60% in size
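Readout is the number of GFP-expressing murine LDR cells, counted by cytometry following washing. Cells were treated with compound for 30 h at 37 C; the stably integrated CMV-GFP locus is normally silent.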
Tau fluor cs: Counterscreen qHTS for Inhibitors of Tau Fibril Formation, Fluorescence Polarization | tau K18 P301L (four-repeat tau fragment) Alexa594 fluorescence, heparin fibrillization | Potency, µM (titrated, usually from 57.7 µM), for inactives: at the top dose activity change, negative = decrease | 280,000 tested, 0.93% active; further: on the % scale 0 is the no-effect control and ±100 the full control effect; nearly all actives have a fitted effect of over 55% in size
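Human K18 P301L tau (15 uM unlabeled plus 0.24 uM Alexa 594-labeled, final) in 100 mM sodium acetate pH 7 was mixed with compound and 20 uM heparin and incubated 6 hr at 37 C.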
GAA glycogen mod: qHTS Assay for Inhibitors and Activators of Human alpha-Glucosidase Cleavage of Glycogen; recombinant GAA, glycogen substrate, Amplex Red glucose oxidase fluorescence; Potency, µM (top dose mostly 76.4 µM), without a hit: top-dose activity change, negative = inhibition, most hits filed as inhibitors; 300,000 tested, 0.38% active; AID 2100, 2009;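 further: 0% = full enzyme reaction and -100% = no-enzyme basal signal; the screen sought inhibitors and activators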
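Natural-substrate format: glycogen cleavage by 4 nM human enzyme, glucose read by Amplex Red coupling (Ex 573, Em 610 nm). Normalized to enzyme and no-enzyme controls.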
Active calls of the source: *; ? = inconclusive; & = joins results of further samples; [ ] = another dose, or the depositor's remark. The call rests on the fitted dose curve; in most records, active means well fitted curve in the direction sought with a large enough effect; inconclusive means small, poorly fitted or top-dose-only effect, or another doubt; inactive means no such curve, though single readings can be large; an effect the other way counts as inactive or inconclusive. Potency means the concentration at half of the fitted maximal effect. A portion of the library (hit frequency here may not be typical).

SMILES | Epigenetic derep | Tau fluor cs | GAA glycogen mod
CCc1cccc(C)c1NC(=O)C1CCCN1S(=O)(=O)c1cccc2nsnc12 (centres undefined) | -1.1% | -4.7% | -8.8%[76.3 µM]
COc1ccc(-n2c(=O)c3c4c(sc3n3c(SCCC(C)C)nnc23)COC(C(C)C)C4)cc1 (centres undefined) | -1.1% | 12.2% | 13.7%[76.3 µM]
Cc1ccc2oc(-c3cc(NC(=O)/C=C/c4ccco4)ccc3Cl)nc2c1 | 4.8% | ? | -6.6%[76.3 µM]
Cc1ccccc1NC(=O)c1ccc2c(O)c(S(=O)(=O)c3ccccc3)c(=O)[nH]c2c1 | -0.2% | -3.5% | -0.5%&7.5%[76.3 µM]
Cc1cc(NC(=O)C2CCC(CNS(=O)(=O)c3ccc(Br)s3)CC2)ccc1Br (centres undefined) | 5.6% | -9.4% | -16.1%[76.3 µM]
O=C(c1ccc2c(c1)N(Cc1ccc(F)cc1)C(=O)c1ccccc1S2(=O)=O)N1CCN(Cc2ccccc2)CC1 | -0.3% | -16.6% | 7.6%[76.3 µM]
O=C1COc2cc(S(=O)(=O)CCC(=O)N3CCN(c4ccccc4F)CC3)c(Cl)cc2N1 | 0.0% | -14.4% | 0.7%[76.3 µM]
CCOc1ccccc1CNC(=O)CCCn1c(=O)c2cccn2c2cccnc21 | 5.0% | -2.1% | 18.7%[76.3 µM]
CCOC(=O)C1CCCCN1S(=O)(=O)c1csc(C(N)=O)c1 (centres undefined) | -1.8% | 3.9% | 7.6%[76.3 µM]
CCc1nn(CC(=O)NCc2ccco2)c(=O)c2cc3c(OC)cccc3n12 | 0.0% | -8.1% | 18.4%[76.3 µM]
CCC(Sc1nnc(C)n2c1cc1sccc12)C(=O)Nc1ccccc1F (centres undefined) | 8.0% | -17.2% | -4.8%[76.3 µM]
COc1cccc(CNC(=O)C2CCN(c3nnc(-n4c(C)ccc4C)s3)CC2)c1 | -0.7% | -18.4% | -13.7%[76.3 µM]
COc1cccc(C(=O)N2c3ccc(C)cc3C(C)(c3ccccc3)CC2(C)C)c1 (centres undefined) | -0.8% | -8.4% | -13.1%[76.3 µM]
Cc1ccc(CNC(=O)CN(C)S(=O)(=O)c2ccc3c(c2)c(=O)n(C)c(=O)n3C)cc1 | 1.1% | -27.5% | -7.4%[76.3 µM]
COc1cc(CN(C(=O)COc2ccc(F)cc2)c2ccccn2)cc(OC)c1OC | -1.6% | -4.9% | 5.8%[76.3 µM]
COc1ccccc1CNC(=O)C(=O)NCC(c1cccnc1)N1CCN(c2ccc(F)cc2)CC1 (centres undefined) | 0.8% | -19.3% | -5.1%[76.3 µM]
CCC1CCCCN1S(=O)(=O)c1ccc(NC(=O)c2cc(=O)c3c(C)cc(C)cc3o2)cc1 (centres undefined) | 0.0% | ? | 10.5%[76.3 µM]
COc1ccc(-n2c(=O)c3c4c(sc3n(Cc3ccccc3C)c2=O)CCCC4)c(OC)c1 | 3.6% | -16.8% | 4.5%[76.3 µM]
CCOc1ccccc1NC(=O)CSc1nc2c(c(=O)[nH]1)CCC2 | 2.4% | -21.4% | -11.5%[76.3 µM]
Cc1cccc(C(=O)Nc2ccc(OCc3cc(=O)n4c5c(sc4n3)CCCC5)cc2)c1 | ? | -6.3% | 9.6%[76.3 µM]
CCOC(=O)c1ccc(N2C(=O)c3[nH]nc(-c4ccccc4)c3C2c2cccs2)cc1 (centres undefined) | 0.4% | ? | -6.6%[76.3 µM]
O=C(Cn1c(=O)c2cccn2c2ccc(F)cc21)NCc1cccc(Cl)c1 | 0.8% | -16.2% | -0.2%[76.3 µM]
COc1ccc(C(=O)NCC(c2cccnc2)N2CCc3ccccc3C2)cc1 (centres undefined) | 0.0% | 6.3% | 7.8%[76.3 µM]
Cc1ccc2c(=O)cc(C(=O)N(Cc3ccc(C(C)(C)C)cc3)C3CCS(=O)(=O)C3)oc2c1 (centres undefined) | -1.9% | -4.9% | 4.2%[76.3 µM]
Cc1ccc(-c2nc3c(c(SCC(=O)Nc4ccccc4Cl)n2)Cc2c(CO)cnc(C)c2O3)cc1 | -1.1% | 2.9% | 8.8%[76.3 µM]
Cc1ccccc1S(=O)(=O)Cc1ccc(C(=O)NCc2ccccc2Cl)o1 | -1.1% | -13.7% | -0.9%[76.3 µM]
CSc1ccc(CCNC(=O)C2CCN(c3ncnc4c3nc3n4CCCCC3)CC2)cc1 | -0.4% | -5.3% | 5.0%[76.3 µM]
COc1cccc(CN(C(=O)c2cccc(C)c2)C2CCS(=O)(=O)C2)c1 (centres undefined) | 0.0% | -20.9% | 6.3%[76.3 µM]
CCc1ccc(NC(=O)CN2C(C(=O)OC)=C(c3ccccc3)c3ccccc3S2(=O)=O)cc1 | -0.9% | ? | 5.1%[76.3 µM]
Cn1c(=O)c2c(-c3ccc(Cl)cc3)n(CCc3ccccc3)cc2n(C)c1=O | -1.1% | -28.8% | -10.8%[76.3 µM]
CCCN1CCN(CCNC(=O)Nc2ccccc2OCC)CC1 | 0.7% | 2.3% | 12.7%[76.3 µM]
COC(=O)c1c(NC(=O)CCCOc2ccccc2C)sc2c1CCC2 | -1.6% | -12.8% | -3.9%[76.3 µM]
Cc1nn(-c2ccccc2)c(OC(=O)c2ccccc2)c1S(=O)(=O)c1ccccc1 | 5.0% | 3.6% | 4.0%[76.3 µM]
Cc1nc2ccc(S(=O)(=O)NC(CC(C)C)C(=O)N3CCN(c4ccc(F)cc4)CC3)cc2s1 (centres undefined) | -1.1% | -21.9% | -6.0%[76.3 µM]
CCOC(=O)CSc1nc2ccc(NC(=O)c3ccccc3)cc2s1 | 1.6% | ? | -8.9%[76.3 µM]
Cc1ccc2c(=O)cc(C(=O)Nc3cccc(Cl)c3C)oc2c1C | 0.8% | -4.8% | 0.9%[76.3 µM]
CC(=O)N1CCc2cc(S(=O)(=O)CCC(=O)NCc3ccc(Cl)cc3)ccc21 | -0.2% | 5.5% | 12.1%[76.3 µM]
Cc1ccc(CSc2nc3ccncc3n2Cc2nc(-c3ccc(Cl)cc3)oc2C)cc1 | -3.2% | -7.9% | -15.4%[76.3 µM]
O=C(CSc1nncn2c1cc1sccc12)Nc1ccc(Br)cc1F | 14.6% | -19.0% | -3.6%[76.3 µM]
CCCOc1ccc(-c2cc(C(F)(F)F)c(C#N)c(SCCC(=O)O)n2)cc1 | 2.0% | -1.4% | 10.1%[76.3 µM]

A draw from above in order of formula weight, smallest number first.
SMILES | Epigenetic derep | Tau fluor cs | GAA glycogen mod
O=C(Cn1c(=O)c2cccn2c2ccc(F)cc21)NCc1cccc(Cl)c1 | 0.8% | -16.2% | -0.2%[76.3 µM]
Cn1c(=O)c2c(-c3ccc(Cl)cc3)n(CCc3ccccc3)cc2n(C)c1=O | -1.1% | -28.8% | -10.8%[76.3 µM]
Cc1nn(-c2ccccc2)c(OC(=O)c2ccccc2)c1S(=O)(=O)c1ccccc1 | 5.0% | 3.6% | 4.0%[76.3 µM]
CSc1ccc(CCNC(=O)C2CCN(c3ncnc4c3nc3n4CCCCC3)CC2)cc1 | -0.4% | -5.3% | 5.0%[76.3 µM]

Next results.
SMILES | Epigenetic derep | Tau fluor cs | GAA glycogen mod
CCCn1c(=N)c(C(=O)NCc2cccnc2)cc2c(=O)n3cccc(C)c3nc21 | 0.0% | 1.9% | 17.0%[76.3 µM]
CCN(CC)c1cc2c(cc1F)c(=O)c(S(=O)(=O)c1ccc(OC)cc1)cn2Cc1ccccc1 | -1.2% | -16.2% | -3.8%[76.3 µM]
COc1ccccc1CNC(=O)c1cn(C)c2ccc(S(=O)(=O)N(C)C3CCCCC3)cc2c1=O | 1.7% | -17.8% | 0.7%[76.3 µM]
COc1ccc(C2c3c(oc4ccccc4c3=O)C(=O)N2c2nc(C)c(C)s2)cc1 (centres undefined) | 11.4% | -14.9% | 0.6%[76.3 µM]
O=C(Nc1cccc(Cl)c1)c1ccc2c(c1)CCN2S(=O)(=O)c1ccccc1 | -0.9% | ? | -7.3%[76.3 µM]
Cc1ccc(C(=O)Nc2ccccc2)cc1S(=O)(=O)Nc1ccccc1 | -1.1% | ? | -13.6%[76.3 µM]
CN(C)S(=O)(=O)N(CC(=O)Nc1ccc(Br)cc1F)c1ccccc1 | 0.0% | -21.5% | -1.4%[76.3 µM]
CCCC(=O)N1CC(=O)Nc2ccc(Cl)cc2C1c1ccc(F)cc1 (centres undefined) | 8.3% | -15.6% | 10.3%[76.3 µM]
Cc1cc(Br)ccc1NC(=O)CCS(=O)(=O)c1cccc2nonc12 | -1.1% | -6.0% | 0.4%
COc1ccc(NC(=O)c2nc(-c3ccc(C)cc3)n3c2CCCCC3)cc1 | 0.0% | -11.5% | 3.6%[76.3 µM]
CCCCCCn1c(/C=C/c2ccccc2)nc2ccccc21 | -1.6% | -15.3% | -13.3%[76.3 µM]
CC(C)c1ccc(Cc2cnc(NC(=O)c3ccc4c(c3)CC(c3ccccc3)OC4=O)s2)cc1 (centres undefined) | 2.7% | 2.5% | 10.5%[76.3 µM]
COc1ccccc1CNC(=O)CCCn1c(=O)c2cccn2c2ccccc21 | 12.7% | -29.2% | -5.9%[76.3 µM]
C=C(C)Cn1c(SCC(=O)c2ccccc2)nc2sc3c(c2c1=O)CCCC3 | -0.8% | -6.9% | -4.2%[76.3 µM]
CCc1ccccc1N(CC)C(=O)C1CCN(c2ncnc3c2nc2n3CCCCC2)CC1 | -1.2% | -6.2% | -13.0%&14.3%[76.3 µM]
COc1ccc(Nc2ncc(C(=O)Nc3cccc(OC)c3)c3ccccc23)cc1 | -1.0% | 14.1µM*[quencher] | -9.2%[76.3 µM]
CCc1ccccc1N(C)C(=O)c1cc2c(Cl)nc3ccc(C)cc3c2s1 | -3.4% | -12.7% | -12.7%[76.3 µM]
COc1cccc(-n2c(=O)c3c4c(sc3n(Cc3ccccc3C#N)c2=O)CCCC4)c1 | 1.8% | -2.9% | -2.9%[76.3 µM]
CCN(CC)S(=O)(=O)c1ccc(NC(=O)[C@H](CCSC)N2Cc3ccccc3C2=O)cc1 | -1.1% | -21.1% | -10.3%[76.3 µM]
COc1ccc(OC)c(NC(=O)CS(=O)(=O)Cc2nc(-c3ccc(C)cc3)oc2C)c1 | -1.1% | -25.2% | -22.6%[76.3 µM]
CCOc1ccc(-c2cc3nc(C4CCN(C(=O)OC(C)(C)C)CC4)c(C(=O)Nc4ccc(C)cc4Cl)cn3n2)cc1 | ? | -5.6% | -16.2%[76.3 µM]
COc1ccc(NC(=O)C2CCCN(c3ncnc4c3nc3n4CCCCC3)C2)c(OC)c1 (centres undefined) | 2.5% | -1.8% | -1.8%[76.3 µM]
COC(=O)c1ccccc1NC(=O)c1cnc(Nc2ccc(OC)cc2)c2ccccc12 | -2.4% | 4.47µM*[quencher] | -5.5%[76.3 µM]

Record cards (already shown):
COc1cccc(-n2c(=O)c3c4c(sc3n(Cc3ccccc3C#N)c2=O)CCCC4)c1 is entered as Epigenetic derep = 1.8%; Tau fluor cs = -2.9%; GAA glycogen mod = -2.9%[76.3 µM]
CCc1ccccc1N(CC)C(=O)C1CCN(c2ncnc3c2nc2n3CCCCC2)CC1 is entered as Epigenetic derep = -1.2%; Tau fluor cs = -6.2%; GAA glycogen mod = -13.0%&14.3%[76.3 µM]
COc1ccc(Nc2ncc(C(=O)Nc3cccc(OC)c3)c3ccccc23)cc1 is entered as Epigenetic derep = -1.0%; Tau fluor cs = 14.1µM*[quencher]; GAA glycogen mod = -9.2%[76.3 µM]
